# Screening results as filed in PubChem.
# OX1R antag-1: antagonists of human orexin 1 receptor (OX1R) | OX1R-expressing cells, FRET antagonist read-out | inhibition, % at 6.6 µM | actives 1.8% (n = 330,000) | AID 485270, 2010; in the data active means inhibition mostly above about 38%, no sharp cut-off; inactive means mostly below about 40%;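 further: 0% = agonist challenge alone and 100% = reference antagonist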
# Target sequence (O43613 whole entry, looked up): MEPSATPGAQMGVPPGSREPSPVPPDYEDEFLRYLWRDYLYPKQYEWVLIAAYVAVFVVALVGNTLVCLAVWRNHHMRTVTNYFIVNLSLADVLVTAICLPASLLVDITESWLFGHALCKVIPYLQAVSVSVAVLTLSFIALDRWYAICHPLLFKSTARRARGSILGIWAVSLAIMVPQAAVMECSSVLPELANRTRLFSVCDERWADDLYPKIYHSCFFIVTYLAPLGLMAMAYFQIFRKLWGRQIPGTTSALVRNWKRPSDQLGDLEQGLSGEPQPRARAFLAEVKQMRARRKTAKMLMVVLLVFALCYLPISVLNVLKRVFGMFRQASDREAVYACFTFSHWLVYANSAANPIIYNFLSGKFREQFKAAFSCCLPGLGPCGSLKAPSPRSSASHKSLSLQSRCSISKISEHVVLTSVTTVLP
# OX1R antag-2: OX1R (HCRTR1) antagonists, primary screen, fluorescence, CHO/OX1R cells, Fluo-8 calcium, orexin A. Orexin/Hypocretin receptor type 1 (Homo sapiens), O43613. inhibition, % at 5 µM. AID 434989, 2010. actives 0.43% (n = 330,000). Fluo-8 calcium fluorescence;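 active means inhibition above its plate's threshold, mean inhibition of all tested compounds on the plate plus 3 SD, cut at about 37% in these data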;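 further: 0% = orexin A challenge wells and 100% = SB-334867-A antagonist wells; not every result past the cut was called active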
# Numbers without * were called inactive; & = joins results of further samples. The list is partial (hit frequency here may not be typical).
# Each structure is followed by: OX1R antag-1 | OX1R antag-2
C[C@H]1CC[C@@]2(C)[C@@H](CC[C@@H]3[C@@H]2CC[C@]2(C)[C@@H](O)CC[C@@H]32)C1
    2 | 0
c1ccc(-c2ccncc2)cc1
    6 | 0
CCC(=O)N1N=C(c2c(O)n(CCc3ccccc3)c(=O)[nH]c2=O)CC1c1ccc(OC)c(OC)c1 (stereo unspecified)
    -2 | -3
c1cc2c(cc1[C@H]1OCC3C1CO[C@@H]3c1ccc3c(c1)OCO3)OCO2 (stereo partly specified)
    4 | -8
c1ccc(C2CC3CC4(CCCC4)N2O3)cc1 (stereo unspecified)
    5 | -7
CCC(C(=O)N1C[C@H]2C[C@@H](C1)c1cccc(=O)n1C2)c1ccccc1 (stereo partly specified)
    4 | 1
COc1ccccc1Cn1c(SCC#N)nc2cc(C(=O)N3CCC4(CC3)OCCO4)ccc2c1=O
    14 | -2
CCCNC(=O)N1[C@H]2CC[C@@H]1C(C(=O)OC)=C(c1ccc(Cl)c(C(F)(F)F)c1)C2
    14 | -16
COc1ccc(C2N3CC(C)(C)CN23)cc1 (stereo unspecified)
    19 | -1
O=[N+]([O-])c1cccc(CN2CCN(Cc3ccc(Br)cc3)CC2)c1
    11 | -16
Cc1cccc(CS(=O)(=O)Cc2ccc(C(=O)N3CCC4(CC3)OCCO4)o2)c1
    12 | -16
COc1cccc(C2CC3C(=O)C=CC2N3Cc2ccccc2)c1 (stereo unspecified)
    13 | 6
CCOP(=O)(OCC)C(O)c1cccc([N+](=O)[O-])c1 (stereo unspecified)
    41 | -8
Cc1c(C)c2ccc(OCC(=O)N3CCC(C(=O)O)(c4ccccc4)CC3)c(C)c2oc1=O
    11 | -12
CCN(CC)C(=O)c1ccc(NC(=S)NC(=O)CCc2ccccc2)cc1
    26 | -18
C(#CCN1CCCCC1)COCc1ccccc1
    13 | 2
COc1ccc(OC)c(C(O)C(C)N)c1 (stereo unspecified)
    6 | -7
COc1ccc(CN2CCN(c3ccccc3)CC2)c(C)c1C
    7 | -23
CCc1ccc(N2C(=O)NC(=O)/C(=C\c3cc(C)n(-c4cc(C(=O)O)cc(C(=O)O)c4)c3C)C2=O)cc1
    20 | -3
C=CC1CN2CCC1CC2c1[nH]c2ccccc2c1CCO (stereo unspecified)
    -4 | 6

# Sorted by heavy-atom count (high to low): part of the list above
# Each structure is followed by: OX1R antag-1 | OX1R antag-2
CCc1ccc(N2C(=O)NC(=O)/C(=C\c3cc(C)n(-c4cc(C(=O)O)cc(C(=O)O)c4)c3C)C2=O)cc1
    20 | -3
CCC(=O)N1N=C(c2c(O)n(CCc3ccccc3)c(=O)[nH]c2=O)CC1c1ccc(OC)c(OC)c1 (stereo unspecified)
    -2 | -3
Cc1cccc(CS(=O)(=O)Cc2ccc(C(=O)N3CCC4(CC3)OCCO4)o2)c1
    12 | -16
COc1cccc(C2CC3C(=O)C=CC2N3Cc2ccccc2)c1 (stereo unspecified)
    13 | 6
C(#CCN1CCCCC1)COCc1ccccc1
    13 | 2

# (more compounds)
# Each structure is followed by: OX1R antag-1 | OX1R antag-2
C[C@]12CCC3C(CC[C@H]4C[C@@H](O)CC[C@]34C)C1CC[C@@H]2O (stereo partly specified)
    9 | -1
O=C(Cn1ncn2c(cc3cc(F)ccc32)c1=O)N1CCC2(CC1)OCCO2
    17 | -7
CCOc1ccc2nc(N3CCC(C(=O)N4CCC5(CC4)OCCO5)CC3)sc2c1
    10 | -30
O=C(CNS(=O)(=O)c1ccc(Br)s1)N1CCC2(CC1)OCCO2
    29 | -10
CCOC(=O)c1c(/N=C/c2c(O)n(-c3cccc(C)c3)c(=O)[nH]c2=O)sc2c1CCCC2
    10 | -15
Cc1cc(/C=C2/C(=O)NC(=O)N(Cc3ccco3)C2=O)c(C)n1-c1ccccc1O
    -2 | -17
C#C[C@]1(O)[C@H](O)CC2C3CC[C@H]4C[C@@H](O)CC[C@]4(C)C3CC[C@@]21C (stereo partly specified)
    3 | -22
CCOc1ccccc1CN1C2CCC1CC(c1ccc(C)cc1)C2 (stereo unspecified)
    19 | -20
CN1C(=O)C(=Cc2ccc(SC3CCCCC3)o2)C(=O)N(C)C1=O
    18 | -3
O=C1CC(=O)N(c2ccc3c(c2)OCO3)C(=O)N1
    23 | -6
CC(=NC(C)c1ccccc1)c1c(O)[nH]c(=O)[nH]c1=O (stereo unspecified)
    7 | 2
Oc1ccc2c3c1OC1C(O)CC[C@@]4(O)[C@@H](C2)N(CC2CCC2)CC[C@]314 (stereo partly specified)
    9 | -10
N#Cc1cc2c(nc1SCC(=O)Nc1ccc(Cl)cc1)C1CCN2CC1
    6 | -30
COc1cc(C(c2c(O)c3ccccc3oc2=O)c2c(C)n(C)n(-c3ccccc3)c2=O)ccc1O (stereo unspecified)
    12 | -3
O=C(C(Cc1ccccc1)NS(=O)(=O)c1cccc2nsnc12)N1CCC2(CC1)OCCO2 (stereo unspecified)
    27 | -18
Cc1cc(N2CCN(C)CC2)nc2ccccc12
    -10 | -8
O=C(NC1CC2CCCC(C1)N2)c1ccccc1 (stereo unspecified)
    0 | -22
COc1ccc(/C=N/N=C(/N)N[N+](=O)[O-])c(OC)c1
    8 | -10
CCOC(=O)c1c(NC(NC(=O)CF)C(Cl)(Cl)Cl)sc2c1CCCC2 (stereo unspecified)
    10 | -16
COC(=O)C1=C(c2cccc(C#N)c2)C[C@@H]2CC[C@H]1N2C(=O)NC1CCCCC1
    13 | -9

# 3 of the compounds above, as labelled records.
> Cc1cc(/C=C2/C(=O)NC(=O)N(Cc3ccco3)C2=O)c(C)n1-c1ccccc1O
  OX1R antag-1 = -2; OX1R antag-2 = -17
> N#Cc1cc2c(nc1SCC(=O)Nc1ccc(Cl)cc1)C1CCN2CC1
  OX1R antag-1 = 6; OX1R antag-2 = -30
> O=C(C(Cc1ccccc1)NS(=O)(=O)c1cccc2nsnc12)N1CCC2(CC1)OCCO2 (stereo unspecified)
  OX1R antag-1 = 27; OX1R antag-2 = -18

# Additional records.
# Each structure is followed by: OX1R antag-1 | OX1R antag-2
Cc1cc(C(=O)C[N+]23CCN(CC2)CC3)c(C)n1-c1ccc(Br)cc1
    32 | 4
CP(=O)(Nc1ccccc1)C(Cl)(Cl)Cl (stereo unspecified)
    10 | -1
CCN(CC)CCNC(=O)c1c(O)c2ccccc2n(Cc2ccccc2)c1=O
    9 | -14
CC1=NN(c2ccccc2)C(=O)C1/C=C1/C(=O)NC(=O)N(c2cc(C)cc(C)c2)C1=O (stereo unspecified)
    40 | 11
C[C@]12CC[C@@H](O)C[C@H]1CC[C@@H]1[C@@H]2CC[C@]2(C)C(=O)CC[C@@H]12
    13 | -2
C[N+](C)(C)CCc1ccc(O)cc1
    12 | 1
O=C(OC1CC2CCC(N2)C1C(=O)O)c1ccccc1 (stereo unspecified)
    3 | 13
C[C@]12CCC3C(CC[C@H]4C[C@H](O)CC[C@]34C)C1C[C@@H](CCCCl)[C@@H]2O (stereo partly specified)
    5 | -1
O=C(O)C1C2CCC(O2)C1C(=O)Nc1ccc(F)c(F)c1 (stereo unspecified)
    1 | 2
O=C(CN1CCN(Cc2cccc(Cl)c2)C1=O)N1CCC2(CC1)OCCO2
    37 | -23
COc1ccc(C(=O)C2CN(C)CC2c2ccc(Cl)cc2)cc1 (stereo unspecified)
    12 | -26
COc1ccc(N2C(=O)/C(=C/c3cc(C)n(-c4ccc(C)cn4)c3C)C(=O)NC2=S)c(OC)c1
    11 | 0
O=C1CCN(C(=O)C(Cl)Cl)N1
    8 | 5
Cc1cccc(C2=NCC(=O)N(CC(=O)NCc3ccco3)c3sc4c(c32)CCCC4)c1
    23 | -16
CCOC(=O)C1=C(N)Oc2cc(C)oc(=O)c2C12C(=O)N1c3c(cc(OC)cc32)C(C)=CC1(C)C (stereo unspecified)
    1 | -20
COC(=O)c1nc(-c2ccc3c(n2)C(=O)C(N)=C(OC)C3=O)c(N)c(-c2ccc(OC)c(OC)c2O)c1C
    11 | -2
CCN(c1ccc(C(O)(C(=O)OC)C(F)(F)F)cc1)S(=O)(=O)c1ccccc1 (stereo unspecified)
    17 | -3
O=C(CCN1CCCCC1)Nc1ccc(Cl)cc1C(=O)c1ccccc1
    -7 | -21
Cc1ccc(C(C)C)c(OCC#CCN2CCCC2)c1
    10 | -13
CC(C)c1ccc(OCC(=O)N2CCN(C)CC2)c(Br)c1
    8 | -12

# New compounds follow
mol	OX1R antag-1	OX1R antag-2
O=c1[nH]c(=S)n(-c2ccccc2)c(O)c1C=NCc1ccccn1	7	-22
CC1(C)C(=O)CC[C@@]2(C)C1=CCC1C2CC[C@]2(C)C(=O)CCC12 (stereo partly specified)	11	31
CNC(=O)Oc1cccc(-c2cn3cc(Cl)ccc3n2)c1	14	-25
COc1cccc(N2CCN(Cc3ccc(Cl)cc3)CC2)c1	-4	-10
O=C1NC(=O)N(Cc2ccccc2)C(=O)/C1=C/c1cnn(-c2ccccc2)c1	20	-5
CCCC1(CCC)C(=O)NC(=Nc2ccc(C)cc2)NC1=O	17	-25
COc1ccc2[nH]cc(CCNCc3cccnc3)c2c1	8	-11
CC(=NCCN1CCOCC1)c1c(O)n(C2CCCCC2)c(=O)[nH]c1=O	9	-19
COc1ccc(C2=NCc3nnc(C)n3-c3ccc(Cl)cc32)cc1Cl	15	0
Cc1cc(C)[n+](CCCC[n+]2c(C)cc(C)cc2C)c(C)c1	28	0
OCC1(CO)COC(c2cccnc2)N1 (stereo unspecified)	7	-10
CC(=O)Nc1ccccc1C(=O)OCC(=O)c1cccc2ccccc12	34	17
C[C@]12CC[C@H](O)CC1=C([N+](=O)[O-])CC1C2CC[C@@]2(C)C1CC[C@@H]2O (stereo partly specified)	6	-11
COC(=O)C1CN(C#N)N(c2ccc(Cl)cc2)C12c1ccccc1-c1ccccc12 (stereo unspecified)	-7	-23
S=P(NC1CCCCC1)(N1CC1)N1CC1	3	-16
CCCNC(=O)c1c(N)n(Cc2ccc3c(c2)OCO3)c2nc3ccccc3nc12	3	-3
COc1ccc2c3c1OC1C(O)C=CC4[C@@H](C2)N(C)CC[C@]314 (stereo partly specified)	9	-3
O=c1[nH]c(=S)[nH]c(O)c1N=Nc1cc(S(=O)(=O)Nc2ccc(Cl)cc2)ccc1Cl	-1	-13
O=c1[nH]c(=O)n(Cc2ccccc2Cl)c(O)c1C=Nc1ccc(F)cc1	11	19
CCOC(=O)CNC(=O)CNC(=O)C(Cc1ccc(N(CCCl)CCCl)cc1)NC(C)=O (stereo unspecified)	6	1
CCC(C)n1c(O)c(C(c2ccccn2)c2c(O)n(C(C)CC)c(=S)[nH]c2=O)c(=O)[nH]c1=S (stereo unspecified)	10	-2
CC(=O)C1(c2ccccc2)CCNCC1	10	-11
COC(=O)C1=C(c2ccc3ccccc3c2)C[C@@H]2CC[C@H]1N2C(=O)NCCNC(C)=O	-4	-20
Cc1c(CC(=O)N2C[C@H]3C[C@@H](C2)c2cccc(=O)n2C3)c(=O)oc2cc(O)c(Cl)cc12	23	-2
O=C1CC(=O)N(c2ccccc2F)C(=O)N1	-5	-11
COc1cc2c(cc1O)C[C@H]1NCCc3cc4c(c-2c31)OCO4	35	-3
CN1CCN(c2cc(N3CCNCC3)ccc2[N+](=O)[O-])CC1	61*	-22
CC(C)(C)c1cc([N+](=O)[O-])cc(C(C)(C)C)c1O	45	3
CCCCCn1c(=O)c(C(=O)Nc2cnccn2)c(O)c2ccccc21	17	-17
COC(=O)c1ccc(N2CCN(C)CC2)c([N+](=O)[O-])c1	44*	-22
COc1ccc(/C=C2\C(=O)NC(=O)N(Cc3ccccc3)C2=O)c(OC)c1OC	18	-20
CN1C[C@H](CO)C=C2c3cccc4[nH]cc(c34)C[C@H]21	14	-18
O=C1CC[C@@]2(O)[C@H]3Cc4ccc(O)c5c4[C@@]2(CCN3CC2CC2)[C@H]1O5	19	1
CCCC/C(=N\O)c1c[nH]c2ccccc12	13	-2
CCc1ccc(OCC(=O)N2CCN(Cc3ccc4c(c3)OCO4)CC2)cc1	11	-13
CN1CCN(C(=O)OC2c3nccnc3C(=O)N2c2ccc(Cl)cn2)CC1 (stereo unspecified)	23	-14
COC(=O)C1=C(c2cc3ccccc3o2)C[C@@H]2CC[C@H]1N2C(=O)N1CCC(O)CC1	18	-15
CCN(CC)P(=O)(Oc1ccccc1)Oc1ccccc1	17	-17
C[C@H]1CCC/C=C/[C@@H]2C[C@H](O)C[C@H]2[C@H](O)/C=C/C(=O)O1	16&28	-7&6
C[C@H](NC(=O)N1C[C@H]2C[C@@H](C1)c1cccc(=O)n1C2)C(=O)Nc1ccc(F)c(F)c1	22	-6
Cc1c(N=Nc2c(O)n(-c3ccc(Br)cc3)c(=O)[nH]c2=O)c(=O)n(-c2ccccc2)n1C	66*	-16
Cc1ccc(-c2nc(N3CCOCC3)s[n+]2-c2ccccc2)cc1	1	8
O=C1NC(=O)N(c2ccccc2)C(=O)/C1=C/c1ccoc1	9	14
CCn1c(O)c(C=Nc2ccc(S(N)(=O)=O)cc2)c(=O)[nH]c1=S	12	-9
C=C1C(=O)O[C@@H]2C[C@@H](C)[C@@H]3C=CC(=O)[C@@]3(C)[C@@H](O)[C@H]12	17	-81
COc1cccc(/C=C2\N=C(c3cncc(Br)c3)OC2=O)c1	9	4
CC(=O)OC1C2CCCC1C(N1CCCC1)CC2 (stereo unspecified)	12&19	-2&10
COC(=O)C1=C(c2ccc(F)cc2OCc2ccccc2)C[C@@H]2CC[C@H]1N2C(=O)NCc1cc(C)oc1C(F)(F)F	35	20
COc1ccccc1/C=N/N=C(/N)N[N+](=O)[O-]	6	-2
O=C(NC12CC3CC(CC(C3)C1)C2)OC1CN2CCC1CC2 (stereo unspecified)	8	-3
Fc1ccc(C(OCCN2CCCC2)c2ccc(Br)cc2)cc1 (stereo unspecified)	8	-19
COC1=C(C)C(=O)O[C@]12C(=O)C(C)=C1CCCCN3[C@H]([C@@H]4C[C@H](C)C(=O)O4)CC[C@]132	0	-15
CCOc1ccccc1-n1c(O)c(C=NCCCn2ccnc2)c(=O)[nH]c1=O	9	-16
